Compound activity from PubChem BioAssay.
AI-2 QS mod = Vibrio harveyi AI-2 quorum sensing modulators, primary screen, JMH597 strain, luminescence/OD600 ratio; hit rate 0.4% among 300,000; Vibrio harveyi JMH597 AI-2 luminescence/OD600 ratio, 9 h; stronger effect = lower value; strain lacks LuxN and CqsS sensors; 0 = neutral-control median; activity change, % at 7.5 µM; in the data active means activity change below about -75%, passing the limit was not always enough; inconclusive means no clear call, values can overlap the other calls;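 further: luminescence divided by OD600 gain over 9 h not by final OD600 alone; inactives centre near 13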
IEC-6 cytotox = cytotoxicity in IEC-6 intestinal epithelial cells, primary screen, cytotoxicity control for KLF5 inhibitor project, cell-based, luminescence | AID 1825, 2009 | inhibition, % at 5 µM | IEC-6 cytotoxicity, luminescence viability | hit rate 0.78% among 290,000; in the data active means inhibition above about 22%;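 further: 0% = plate median of test compound wells and 100% = cytotoxic reference compound wells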
HIF activator = HIF pathway transcriptional activators, primary screen, cell-based, U2OS HRE-luciferase, luminescence. U2OS HRE-luciferase reporter; normalized: DMSO 0%, desferrioxamine 100%. activation, % at 7.5 µM (by protocol). hit rate 0.32% among 300,000;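 active means mean activation of at least 10% of the iron chelator positive control signal, with at least half of replicates also reaching 10%; inconclusive means mean and replicate majority disagree about reaching 10%; inactive means mean and most replicates under 10%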
HSP90 refold inh = HSP90 inhibitors, primary screen, cell lysate, luminescence; Heat shock protein HSP 90 (rabbit reticulocyte lysate; luciferase refolding); Rabbit reticulocyte lysate, luciferase refolding luminescence, 3 h; inhibition, % at 5.6 µM; hit rate 0.91% among 290,000;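 active means inhibition above the screen-wide mean plus 3 SD, computed separately per campaign, cut at about 16% in these data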;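 further: 0% = DMSO wells and 100% = 60 µM geldanamycin wells; inhibitors lower the luminescence because luciferase stays unfolded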
SKKanGAS inh = S. pyogenes SKKanGAS growth inhibitors in kanamycin, primary screen, streptokinase expression inhibitor project, SKKanGAS strain, BacTiter-Glo luminescence; 6 h; inhibition, % at 7.5 µM; hit rate 1.3% among 300,000;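 active means mean replicate score, as percent of positive control median, at least 50; inconclusive means mean below 50 but one replicate at or above 50; inactive means mean and every replicate below 50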;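 further: strain carries kanamycin resistance gene driven by streptokinase promoter and grows in 40 µg/ml kanamycin; loss of luminescence reflects streptokinase promoter inhibition or plain growth inhibition; 0% = median of DMSO wells and 100% = positive control at its reference dose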
HSF1 inh = HSF1 inhibitors in luciferase reporter cells, primary screen, cell-based, NIH3T3, luminescence; NIH3T3-HGL HSE-luciferase, MG132-induced, luminescence 8 h; stronger effect = lower value; hit rate 0.77% among 300,000; activity change, negative = inhibition, % at 7.5 µM (by protocol);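 active means more than half of replicate wells show activity change below -50%, luminescence cut by over half; inconclusive means some wells, but at most half, below -50%; inactive means no replicate well below -50%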;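 further: luciferase reports HSF-1 transcriptional activity via heat shock element; 0% = median of DMSO wells and -100% = zero luminescence signal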
KLF5 inhibitor = KLF5 expression inhibitors, primary screen, DLD-1 cells, luminescence; DLD-1 KLF5 promoter-luciferase reporter; inhibition, % at 5 µM; hit rate 0.23% among 290,000;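 active means inhibition above a per-plate limit of that plate's mean compound inhibition plus 3 SD, cut at about 60% in these data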;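 further: 0% = DMSO wells and 100% = LY294002 at 200 µM; higher means less KLF5 promoter-driven luciferase light; inactives centre near -14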
Platelet DG rel = inhibitors of platelet dense granule secretion, primary screen, cell-based, MLPCN, human platelets | AID 1663, 2009 | inhibition, %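 (compounds screened at 7.5 µM in platelet-rich plasma)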 | hit rate 0.22% among 300,000 | human platelet-rich plasma, SFLLRN dense granule ATP release, luminescence;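 active means mean replicate score, as percent of positive control, at or above 50; inconclusive means mean below 50 but at least one replicate at or above 50; inactive means mean and every replicate below 50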
aSyn UTR inh = MLPCN primary screen, SNCA 5' untranslated region. alpha-synuclein 5'UTR reporter, inhibitor activity. inhibition, % (tested at 7.5 µM). hit rate 0.82% among 300,000; in the data active means inhibition above about 60%; inconclusive means no clear call, values can overlap the other calls;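 further: H4 neuroglioblastoma cells stably carrying SNCA 5'UTR luciferase fusion; 0% = DMSO wells and 100% = positive control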
HSF1 activator = HSF-1 activators, primary screen, NIH3T3-HGL cells, MG132 stress, luminescence, single point | NIH3T3-HGL HSF-1 luciferase reporter, 8 h; 100% = twice DMSO control signal | activation, % at 9 µM | hit rate 1.7% among 300,000 | AID 504408, 2011;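 active means mean replicate activation of at least 50% with a set share of replicates each reaching 50%; inconclusive means only one of those two conditions met; inactive means mean below 50% and too few replicates reaching it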;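 further: 0% = median of the neutral control wells and 100% = twice that signal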
* marks the source's active call; other numbers are inactive results; ? = inconclusive; nt = not tested or not shown.

Values run as follows: AI-2 QS mod, IEC-6 cytotox, HIF activator, HSP90 refold inh, SKKanGAS inh, HSF1 inh, KLF5 inhibitor, Platelet DG rel, aSyn UTR inh, HSF1 activator
- COc1ccc(CNC(=O)COC(=O)c2cccnc2Nc2cccc(C(F)(F)F)c2)cc1
  3, 2, -0.7, -3, 2, -2, -45, 0, 5, -2
- Cc1ccc(NC(=S)N(CCCN2CCOCC2)Cc2ccco2)cc1
  11, -1, 0.0, 2, 4, -6, 0, 4, 6, 4
- COc1ccc(NC(=S)NCc2ccc3c(c2)OCO3)cc1
  -18, 0, 0.0, -1, 3, 1, -35, 0, -11, 27
- CCCCSc1nnc(CCCCCNC(=O)OC(C)(C)C)o1
  25, -3, 0.0, -3, 6, 2, 11, 1, 18, 22
- Cc1[nH]c2ccccc2c1C(=O)CN1C(=O)NC(C)(c2ccc(Cl)cc2Cl)C1=O (stereo unspecified)
  8, 7, -0.1, -2, 7, 5, -8, 0, 16, 22
- COc1ccccc1N(C)S(=O)(=O)c1ccc(Cl)c(C(=O)N2CCC2)c1
  17, nt, 0.2, nt, -3, -4, nt, -17, 4, -2
- Cc1cc(/C=N/NC(N)=S)c(C)n1-c1cccc(Cl)c1
  20, -4, 0.0, 3, 0, -3, -21, 2, 4, -1
- CCc1nnc(NC(=O)CN2CCN(Cc3ccc(F)cc3)CC2)s1
  16, -1, -0.5, 0, -1, -3, -12, 11, 10, -4
- COc1ccccc1N(C)S(=O)(=O)c1ccc(C(=O)NCCc2ccc(F)cc2)cc1
  25, -6, -0.7, -2, 3, 2, -7, 6, -17, -12
- Cc1ccc(C)c(NC(=O)c2cc(-c3cc(C)c(C)cc3O)n[nH]2)c1
  2, -6, 1.6, -3, 7, -5, -142, -7, -233, 1
- CCN1CCN(CC(O)COc2ccc3c(C)cc(=O)oc3c2)CC1 (stereo unspecified)
  9, 1, -0.7, -3, 1, -4, -6, 8, 12, 2
- COC(=O)c1ccccc1NC(=O)c1cc(-c2ccc(C)cc2)on1
  8, 4, 0.2, 2, 1, 0, -5, -3, -27, -9
- CCOC(=O)CSc1n[nH]c(NC(=O)CC)n1
  8, 12, -0.4, 5, -10, -9, -7, 10, 9, 1
- Cn1c(SCC(=O)NC2CCCCCC2)nnc1-c1cccs1
  22, 1, 2.5, -2, -4, -4, -5, -1, 2, 8
- Cc1cccc(N2CCN(C(=O)c3ccc(CNc4c(N5CCC(C)CC5)c(=O)c4=O)cc3)CC2C)c1 (stereo unspecified)
  14, -1, 0.0, 2, 16, 1, 7, 9, 28, 3
- Cn1c(=O)c2c(ncn2CC(=O)OCC(=O)Nc2ccc(Cl)cc2Cl)n(C)c1=O
  19, -2, -0.1, -7, 2, -2, -33, 4, 9, -6
- c1ccc(-c2cccc(-c3ccccc3)n2)cc1
  8, 4, 1.7, 1, 17, 15, -5, 0, -52, 10
- CC(C(=O)NC1CCCC1)N(Cc1ccco1)C(=O)c1snc(C(=O)NC2CCCC2)c1N (stereo unspecified)
  8, -2, -0.1, 6, -1, -4, -8, -1, 5, -10
- Cc1nc(SCC(=O)NCCc2ccc(Cl)cc2)nc(C)c1C
  29, -6, -0.2, 2, 1, -1, -22, 11, -5, 26
- CSc1ncc(CN2CCCCC2C(=O)Nc2ccc(Oc3ccccc3)nc2)cn1 (stereo unspecified)
  31, 4, -0.2, 4, -8, 2, -41, -4, -2, 13
- COc1cc(NC(=O)c2noc3c2CCCC3)c(OC)cc1Cl
  22, 2, -0.4, -1, -1, -3, -6, -9, -49, -4
- O=C(NNc1nc2cc3c(cc2s1)OCO3)c1ccc(F)cc1
  ?, -5, 1.1, -6, -6, 5, 5, 15, -16, 29
- O=C(O)Cn1c(C(F)(F)F)nc2ccccc21
  25, 0, 0.2, -3, 0, -1, 21, 14, -17, -4
- c1ccc(Cc2cc[n+](Cc3ccccn3)cc2)cc1
  8, 2, 0.0, 2, -2, 2, -22, 5, 3, -18
- Cc1ccc(S(=O)(=O)CC(=O)Nc2nnc(C(C)C)s2)cc1
  5, 7, -0.6, 1, 6, -8, 0, -9, 0, -27
- CCC(Oc1ccccc1)C(=O)Nc1ccccc1OC (stereo unspecified)
  24, -1, 0.0, 1, -2, 0, -22, 8, -44, -17
- COCC(=O)Nc1ccccc1C(=O)Nc1ccc(OC)cc1
  16, 4, 2.5, 1, -6, 2, -109, 12, -90, 2
- Cc1ccc(NC(=O)CCC(=O)N/N=C/c2coc3ccccc3c2=O)cc1
  7, 5, -0.6, 13, -6, 4, -31, -3, -7, 12
- O=C(NCC1CCCO1)c1ccc(OC2CCN(C(=O)C3CC3)CC2)cc1 (stereo unspecified)
  2, -4, -0.3, -3, 1, -4, -2, 9, 23, -1
- Cc1ccccc1C(=O)Nc1ccnn1C1CCN(Cc2ccc(CO)o2)CC1
  -4, 7, -0.9, 3, -3, 3, -24, 5, 11, -4
- O=C(CSc1ncccn1)Nc1cccc2ccccc12
  21, -2, 0.2, 5, 0, 4, -2, -2, 6, 16
- O=C(CCCNS(=O)(=O)c1cccc2nsnc12)NCCc1ccccc1
  17, 8, -0.2, 0, -8, -3, -6, 0, 33, 2
- CCOC(=O)c1cc(C(=O)OCC)c2cc(Br)ccc2n1
  9, -3, -0.4, 2, 0, -4, -11, 21, -4, -6
- COc1ccc(C2SCC(C(=O)NCc3ccc(F)cc3)N2C(C)=O)cc1 (stereo unspecified)
  33, 4, nt, 6, -4, 7, -1, 1, 17, 13
- CCCNC(=O)CN1C(=O)NC(Cc2c[nH]c3ccccc23)C1=O (stereo unspecified)
  14, -1, -0.3, 2, -6, -7, -8, -1, 14, -6
- COc1ccccc1-c1cn(S(=O)(=O)c2ccc(F)cc2)nc1N
  14, 4, -0.5, 2, -1, 16, -13, -8, 17, 18
- O=C(CSc1nnc(NC(=O)c2c(F)cccc2F)s1)Nc1ccccc1F
  12, 0, 0.8, -10, 6, 7, -18, -14, -7, 5
- CC1=C(C#N)C(=O)N(C2CCS(=O)(=O)C2)C(=O)/C1=C\c1ccc(C)o1 (stereo unspecified)
  20, -10, -0.4, 8, 6, -15, -6, 25, -22, 9
- O=C(NCc1ccccc1)c1nnc(CS(=O)(=O)c2ccccc2)o1
  25, 5, 0.2, 2, 0, 21, -32, 30, 6, ?
- Cc1ccc(-c2nc3ccccc3o2)cc1NC(=O)Cc1cccs1
  1, -6, -0.5, 1, -6, -11, -40, 10, -2, -8
- O=C(CN1CCN(C(=O)c2ccccc2)CC1)Nc1ccc(Cl)cc1F
  43, -1, -0.5, 3, -1, -2, 2, 3, 16, 24
- CCc1ccc(OCC(=O)Nc2ccc(N3CCN(S(C)(=O)=O)CC3)cc2)cc1
  24, 0, -0.4, 4, 5, 7, -7, 3, -2, 8
- CCc1ccc2[nH]c(=O)c(CN(CC3CCCO3)C(=S)NCc3ccco3)cc2c1 (stereo unspecified)
  6, 0, 0.2, -4, 7, 14, -12, 2, 23, -1
- O=C(COc1coc(CN2CCN(Cc3ccccc3)CC2)cc1=O)Nc1ccccc1
  -3, nt, 0.1, nt, -14, 9, nt, 0, 6, 33
- CSc1ncc(C(=O)Nc2cccnc2)c(C(F)(F)F)n1
  18, -3, -1.4, 3, 3, -79*, -10, 1, 7, -84

Another view of part of the listing above:
SMILES | AI-2 QS mod | IEC-6 cytotox | HIF activator | HSP90 refold inh | SKKanGAS inh | HSF1 inh | KLF5 inhibitor | Platelet DG rel | aSyn UTR inh | HSF1 activator
O=C(COc1coc(CN2CCN(Cc3ccccc3)CC2)cc1=O)Nc1ccccc1 | -3 | nt | 0.1 | nt | -14 | 9 | nt | 0 | 6 | 33
O=C(NCc1ccccc1)c1nnc(CS(=O)(=O)c2ccccc2)o1 | 25 | 5 | 0.2 | 2 | 0 | 21 | -32 | 30 | 6 | ?
COc1ccc(C2SCC(C(=O)NCc3ccc(F)cc3)N2C(C)=O)cc1 (stereo unspecified) | 33 | 4 | nt | 6 | -4 | 7 | -1 | 1 | 17 | 13
Cc1ccc(-c2nc3ccccc3o2)cc1NC(=O)Cc1cccs1 | 1 | -6 | -0.5 | 1 | -6 | -11 | -40 | 10 | -2 | -8

(next part)
Values run as follows: AI-2 QS mod, IEC-6 cytotox, HIF activator, HSP90 refold inh, SKKanGAS inh, HSF1 inh, KLF5 inhibitor, Platelet DG rel, aSyn UTR inh, HSF1 activator
- Cc1cc(C)nc(NC(=O)c2cc3ccccc3o2)n1
  27, 10, 0.1, 2, 0, -1, 2, 4, -9, 0
- O=C(NCCc1nc2ccccc2[nH]1)/C(=C/c1ccc2c(c1)OCO2)NC(=O)c1ccccc1
  2, -2, 0.1, -1, -1, 4, -1, -6, -23, 17
- CCOc1nc(-c2ccc(OC)cc2)ccc1-c1noc(C)n1
  27, -4, -0.1, 0, 2, 6, -33, -9, -7, -1
- CCCc1cc2c(=O)n(NC(=O)c3nn(C)cc3[N+](=O)[O-])c(C)nc2s1
  29, 4, -0.6, 2, -2, -8, -23, 10, -4, 1
- O=C(Nc1cc(C(F)(F)F)ccc1N1CCOCC1)c1cncc(Br)c1
  17, 2, -0.4, 3, -6, -1, 9, 4, 0, -14
- CCN(CC)S(=O)(=O)c1ccc(N2CCCC2)c(NC(=O)c2ccccc2OC)c1
  20, 8, 0.2, 1, 7, 6, -30, 4, 10, 12
- Cc1ccc(-c2sc(-c3cccnc3)nc2CC(=O)O)cc1
  19, 4, -0.6, -2, 4, 1, 6, 1, -10, -18
- COc1ccccc1NC(=O)C12CCC(C)(C(=O)C1)C2(C)C (stereo unspecified)
  10, -1, -0.3, -2, -11, -8, 2, -4, 5, 0
- O=C1CSC(c2ccc(Cl)cc2Cl)N1c1ccccn1 (stereo unspecified)
  -8, 2, -0.9, -3, -2, 1, 2, -8, -7, -3
- Cc1cc(Br)cc2cn[nH]c12
  18, 3, -0.1, 1, 1, -3, -17, -2, 3, -1
- Cc1cc(C)n2nc(SCCOc3ccccc3F)nc2n1
  17, 4, 1.8, 0, 3, 7, -10, -6, -50, 13
- Cc1occc1C(=O)NCc1ccccn1
  19, 4, -0.1, 0, 7, -3, -7, 0, -9, -3
- CC(=O)Nc1cccc(NC(=O)CSc2nc(=O)n(Cc3ccncc3)c3c2CCC3)c1
  14, nt, -0.2, nt, -2, -1, nt, -12, -2, -7
- CCOC(=O)N/N=C/c1ccccc1F
  10, 4, 2.0, -1, -9, 15, -66, -2, -135, 40

An unsorted share of the library; about 6% have a hit in one of these screens.
